Yp Topo-I inh = inhibitors of Yersinia pestis topoisomerase I | Y. pestis Topo-I cleavage product accumulation, plate reader | activity, % at 10 µM | 0.064% of 360,000 active; in the data active = activity above about 50%, passing the limit was not always enough; inconclusive = no clear call, values can overlap the other calls; also: inactives centre near 2
Vc quorum ag = quorum light induction in luxS cqsA deficient V. cholerae | 0.16% of 350,000 active | V. cholerae BH1578 lux reporter, luminescence, 6 h | activation, % at 18.7 µM; in the data active = activation mostly above about 9.7%, no sharp cut-off; inconclusive = no clear call, values can overlap the other calls; inactive = mostly below about 3.7%; also: not every result past the cut was called active; inactives centre near 0; reference of the scale not given here
TcdB GH inh = TcdB glycohydrolase inhibition; TcdB glycohydrolase enzymatic assay, plate reader; inhibition, % at 9.99 µM; 0.24% of 350,000 active; AID 652162; in the data active = inhibition above about 10%
Mtb BioA inh = inhibitors of Mycobacterium tuberculosis BioA enzyme | purified M. tuberculosis BioA enzyme, plate reader | inhibition, % at 9.99 µM | 0.096% of 360,000 active; in the data active = inhibition above about 40%; inconclusive = no clear call, values can overlap the other calls
GDH-TPI inh = counter-screen for M. tuberculosis FBA inhibitors: GDH-TPI coupled enzymes; GDH-TPI coupled enzyme counterscreen, NADH absorbance; inhibition, % at 4.8 µM; 1.2% of 360,000 active; in the data active = inhibition above about 30%;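 also: 0% = DMSO wells and 100% = wells lacking the enzyme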
PfHsp40 rescue = restores yeast growth despite PfHsp40 toxicity | 0.68% of 340,000 active | growth rescue, % at 12.5 µM | S. cerevisiae expressing PfHsp40, growth rescue, ATP luminescence; in the data active = growth rescue above about 28%, passing the limit was not always enough; inconclusive = no clear call, values can overlap the other calls;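 also: yeast W303a lacking pdr1 and pdr3 grown in galactose medium; growth measured after three days at 30 °C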
FBA Mtb inh = Mtb fructose-bisphosphate aldolase inhibition; inhibition, % at 1 µM; 2.3% of 360,000 active; purified M. tuberculosis FBA, fluorescence read-out; P9WQA3; in the data active = inhibition above about 27%;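 also: 0% = vehicle and 100% = reference inhibitor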
Target sequence (P9WQA3 whole entry, looked up): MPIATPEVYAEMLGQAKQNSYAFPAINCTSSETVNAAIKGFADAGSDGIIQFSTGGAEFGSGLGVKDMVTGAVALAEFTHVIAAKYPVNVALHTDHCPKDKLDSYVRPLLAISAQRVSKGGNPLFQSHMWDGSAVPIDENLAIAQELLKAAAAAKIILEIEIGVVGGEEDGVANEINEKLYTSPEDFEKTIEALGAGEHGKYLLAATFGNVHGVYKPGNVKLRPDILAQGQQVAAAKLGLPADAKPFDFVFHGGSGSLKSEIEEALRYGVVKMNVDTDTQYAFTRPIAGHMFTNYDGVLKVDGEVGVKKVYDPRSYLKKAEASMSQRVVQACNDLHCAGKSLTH
Mtb UGM inh = inhibitors of M. tuberculosis UDP-galactopyranose mutase; P9WIQ1; purified UGM, fluorescence polarization probe displacement; inhibition, % at 10 µM; 0.06% of 320,000 active; in the data active = inhibition above about 10%, passing the limit was not always enough; inconclusive = no clear call, values can overlap the other calls
Target sequence (P9WIQ1 whole entry, looked up): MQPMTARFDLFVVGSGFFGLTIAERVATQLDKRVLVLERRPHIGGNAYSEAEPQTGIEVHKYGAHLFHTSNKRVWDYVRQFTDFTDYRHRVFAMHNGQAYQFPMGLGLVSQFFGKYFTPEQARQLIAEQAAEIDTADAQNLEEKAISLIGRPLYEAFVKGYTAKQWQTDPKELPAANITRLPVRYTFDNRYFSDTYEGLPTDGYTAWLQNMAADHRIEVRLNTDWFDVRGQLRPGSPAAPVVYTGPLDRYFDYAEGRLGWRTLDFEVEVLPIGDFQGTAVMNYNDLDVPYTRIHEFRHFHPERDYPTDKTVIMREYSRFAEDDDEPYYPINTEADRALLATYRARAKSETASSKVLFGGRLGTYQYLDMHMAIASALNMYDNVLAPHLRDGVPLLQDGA
FadD28 FP inh = blocks FadD28 binding to the bisubstrate probe | fluorescence polarization | AID 588549 | inhibition, % at 12.5 µM | 0.22% of 360,000 active; in the data active = inhibition above about 8.5%, passing the limit was not always enough; inconclusive = no clear call, values can overlap the other calls
Active calls of the source: *; i = inactive; u = inconclusive; x = not tested or not shown. No enrichment for hits; 4.6% or so of the library scored in one or more.

SMILES | Yp Topo-I inh | Vc quorum ag | TcdB GH inh | Mtb BioA inh | GDH-TPI inh | PfHsp40 rescue | FBA Mtb inh | Mtb UGM inh | FadD28 FP inh
CN(C)CCCN(Cc1ccc2c(c1)OCO2)C(=O)NC1CCCCC1 | -7.4 | -0.3 | 1.3 | x | 2.9 | 0.4 | -0.2 | 0.5 | -1.8
CCN1CCCC(NC(=O)c2cc([N+](=O)[O-])ccc2OC)C1 (configuration not stated) | -6.2 | i | x | 3.6 | 13.5 | 0.9 | 2.1 | -1.6 | 2.2
Oc1ccc(-c2[nH]ncc2-c2ccc(Br)cc2)c(O)c1 | -6.1 | i | -0.3 | 1.8 | 0.9 | 0.3 | 5.4 | -1.9 | -8.1
Cn1c(=O)[nH]c(NCCc2ccc(O)cc2)c([N+](=O)[O-])c1=O | -3.9 | -0.3 | 5.7 | x | 26.5 | 0.0 | -1.9 | -0.8 | -1.9
CC(C)C(NC(=O)C1CCCCC1)C(=O)N1CCN(c2ccc(F)cc2)CC1 (configuration not stated) | 4.6 | -0.7 | x | x | -11.9 | 1.6 | 0.0 | 1.2 | 1.5
O=C(O)c1cccnc1SCc1cn2cc(Br)ccc2n1 | 0.7 | -0.4 | -2.4 | x | 2.9 | -1.1 | 4.1 | 2.3 | 0.0
CC(C)(C)n1cn[nH]c1=S | -1.9 | -12.4 | 1.0 | -2.2 | 13.2 | -0.9 | 3.8 | -3.1 | -1.1
N#Cc1ccccc1S(=O)(=O)N1CCN(C(=O)C2CCC2)CC1 | 0.2 | i | 2.4 | x | 2.8 | -0.7 | -0.8 | 4.6 | -2.5
CCC(C)(C#CCN1CCCCC1)OC(C)=O (configuration not stated) | -5.3 | -0.4 | -0.8 | x | 8.7 | -0.4 | -5.9 | -0.1 | -4.0
COc1ccc(C(C)=O)cc1COC(=O)c1cc(C)nc2ccccc12 | -3.0 | -0.5 | 1.3 | x | 0.6 | -0.2 | -1.6 | -0.2 | 0.8
O=C(O)c1cccc(-n2cccc2/C=N/O)c1 | 6.3 | i | x | 1.3 | 2.7 | 0.3 | -1.4 | 2.7 | -0.8
CC/C(=N\NC(=O)c1nnn(-c2nonc2N)c1-c1cccs1)c1ccccc1 | 12.4 | -0.2 | 0.4 | 2.4 | 6.1 | 0.1 | 1.9 | 3.5 | -4.2
Cc1cc(C)c(C)c(S(=O)(=O)N2CCC(C(=O)N3CCCCCCC3)CC2)c1C | 21.2 | i | 0.5 | -0.5 | -1.8 | 0.7 | -0.6 | -0.5 | -2.1
O=C(CS(=O)(=O)c1c[nH]c2ccccc12)N1CCCc2ccccc21 | -7.2 | -1.5 | 2.1 | -0.1 | 4.8 | -1.2 | -3.6 | -0.9 | -5.4
CCCNC(=O)c1oc2ccc3c(c2c1C)C(=O)CC(C)(C)O3 | 2.0 | -0.3 | x | 0.4 | 11.9 | -2.3 | 36.2* | -1.8 | -3.1
CC(C)NCCCCOc1cccc(Br)c1 | 0.0 | -0.3 | x | x | -2.2 | -0.1 | 4.8 | 3.6 | -2.6
Cc1cc(NC(=O)c2cc3ccccc3o2)cc(C)c1OCC(=O)N1CCOCC1 | 11.1 | -5.0 | x | 0.2 | 10.7 | 0.8 | 4.4 | -0.5 | -2.0
COc1ccc(OC)c(Cc2cnc3nc(N)nc(N)c3c2C)c1 | 1.2 | i | 0.5 | x | 12.4 | 0.7 | 2.4 | x | -2.2
COc1ccc(C(C)C)cc1-c1cc(C(=O)NCc2cccc(C(F)(F)F)c2)[nH]n1 | 3.5 | i | 1.7 | -1.4 | 1.8 | x | 1.2 | x | -1.3
N#Cc1ccc(NC(=O)CNc2cc(S(=O)(=O)N3CCOCC3)ccc2NCC2CCCO2)cc1 (configuration not stated) | 6.7 | -0.1 | -0.1 | 0.5 | 6.7 | 1.3 | -2.8 | 0.9 | -4.3
CCCOc1ccc(C(=O)NNC(=S)NC(C)=O)cc1 | 5.4 | -0.4 | x | 3.1 | 11.1 | 52.4* | -0.1 | 3.7 | 0.1
CC(=O)Nc1ccc(CN2C(=O)C(Cc3ccccc3)ON=C2c2ncccc2C)cc1 (configuration not stated) | 13.2 | i | -3.9 | 0.9 | -1.4 | x | 1.2 | x | -5.8
Cc1nc2ccc(C(=O)Nc3ccccc3Cl)cc2s1 | -3.1 | i | 1.8 | -0.9 | 10.9 | 76.6* | -2.3 | 1.7 | -0.5
O=C(COC(=O)CNS(=O)(=O)c1ccc(Br)cc1Cl)NC1CC1 | 2.0 | 0.4 | 0.1 | 0.0 | 7.9 | -0.2 | -0.5 | x | -3.4
CCc1ccc(C(c2ccc(CC)cc2)C(Cl)Cl)cc1 | 7.6 | -0.4 | 0.8 | -1.8 | 2.1 | -0.8 | 0.3 | 0.3 | -1.7

An excerpt of these results, with two lines to a compound.
Values run as follows: Yp Topo-I inh, Vc quorum ag, TcdB GH inh, Mtb BioA inh, GDH-TPI inh, PfHsp40 rescue, FBA Mtb inh, Mtb UGM inh, FadD28 FP inh
> CCN1CCCC(NC(=O)c2cc([N+](=O)[O-])ccc2OC)C1 (configuration not stated)
→ -6.2, i, x, 3.6, 13.5, 0.9, 2.1, -1.6, 2.2
> COc1ccc(C(C)=O)cc1COC(=O)c1cc(C)nc2ccccc12
→ -3.0, -0.5, 1.3, x, 0.6, -0.2, -1.6, -0.2, 0.8
> COc1ccc(C(C)C)cc1-c1cc(C(=O)NCc2cccc(C(F)(F)F)c2)[nH]n1
→ 3.5, i, 1.7, -1.4, 1.8, x, 1.2, x, -1.3

Continuation.
SMILES | Yp Topo-I inh | Vc quorum ag | TcdB GH inh | Mtb BioA inh | GDH-TPI inh | PfHsp40 rescue | FBA Mtb inh | Mtb UGM inh | FadD28 FP inh
O=C(O)CCC(=O)Nc1cccc(-c2nnc(-c3ccccc3)o2)c1 | 5.9 | i | 0.7 | 0.8 | 10.0 | 1.2 | 1.2 | 0.5 | -4.8
CCOC(=O)C1(C)CCN1C(=O)/C=C/c1ccccc1 (configuration not stated) | 1.8 | -0.8 | -0.1 | 0.3 | -0.9 | x | -2.3 | x | 0.0
O=C(Nc1nnc(-c2ccc(Cl)s2)o1)C1CCCCC1 | 6.2 | -0.3 | 0.8 | 0.0 | 11.8 | 0.3 | 1.9 | -0.6 | -4.3
COc1cc(C(=O)NC(C)c2ccc(S(N)(=O)=O)cc2)ccc1OCC(=O)N1CCOCC1 (configuration not stated) | -5.7 | -7.7 | 1.3 | -1.5 | -0.7 | 0.0 | -0.3 | 3.2 | -0.8
Cc1ccc(N=C2NC(=O)/C(=C/c3cccn3C)S2)c(C)c1 | 10.6 | 0.0 | 2.1 | x | 22.0 | -1.0 | -3.1 | -1.2 | -0.1
CCN(c1ccccc1)S(=O)(=O)c1ccc2c(c1)CCCN2C(C)=O | 3.6 | i | 1.6 | 1.1 | 6.9 | -1.0 | 0.0 | 2.0 | 0.7
Cc1nc2ccccc2n2c(-c3ccccc3)c3c(=O)n(C)c(=O)n(C)c3c12 | 3.4 | -0.4 | 2.0 | -1.4 | 2.2 | -0.3 | 5.1 | 0.4 | -2.4
Cn1cc(C(=O)N2CCN(c3cccc(Cl)c3)CC2)c(=O)c2cc(S(=O)(=O)N3CCOCC3)ccc21 | 13.8 | i | -0.4 | 0.0 | 0.4 | 1.3 | 2.5 | -3.7 | -2.2
CCN1CCS/C1=C/C=C/C1=[N+](CC)CCS1 | 2.0 | -2.7 | x | -0.4 | 5.4 | -2.4 | -65.5 | -0.5 | -1.0
O=C(OCc1cn([C@H]2C[C@H](c3ccccc3)N(CC3CCCCC3)C[C@@H]2O)nn1)c1ccccc1 | 35.6 | -0.6 | 1.0 | -1.8 | 5.7 | x | 0.8 | x | -2.0
O=C(Nc1ccc(CSc2ccccc2)cc1)c1ccco1 | 1.3 | 0.5 | -0.4 | -1.0 | 4.9 | 3.5 | -1.7 | -1.5 | -3.8
O=C(c1ccc(S(=O)(=O)c2ccccc2)cc1)N1CCCCCC1 | 7.4 | 3.6 | x | x | -0.8 | 0.4 | -4.5 | 2.1 | -1.6
COc1cc(C2C3=C(CC(C)(C)CC3=O)NC3=C2C(=O)c2ccccc23)ccc1O (configuration not stated) | -1.3 | -0.3 | -1.1 | 24.6 | 14.0 | 0.8 | -1.8 | 2.9 | 1.9
CN1CC[C@@H]2C(=O)N3CCc4ccc(Br)cc4[C@@H]3C[C@@H]21 | 6.8 | i | 0.8 | 0.5 | 8.2 | -0.1 | 1.5 | x | -3.9
N#CC1=C(N)C(C#N)(C#N)[C@H](c2ccncc2)[C@H]2CC3(CC=C12)OCCO3 | 6.7 | -5.6 | x | 0.2 | -2.0 | -0.2 | 1.8 | -1.2 | -1.0
CS(=O)(=O)N(CC(=O)NCc1ccccn1)Cc1ccc(Cl)cc1 | -5.3 | -0.5 | x | 0.1 | 5.8 | 1.2 | -3.0 | 2.0 | -4.7
COc1ccc(CNC(=O)OC23CN(C(=O)OC(C)C)N(C(=O)OC(C)C)CC2(O)CN(S(=O)(=O)c2ccc(C)cc2)C3)cc1OC (configuration not stated) | 17.3 | 1.1 | 1.3 | 0.8 | 6.2 | x | 0.5 | x | -1.3
O=C(c1ccccc1F)N1CCN(Cc2ccc3c(c2)OCO3)CC1 | 4.7 | -0.8 | 1.1 | -1.4 | -4.1 | -0.4 | 0.9 | -0.6 | -1.3
NCCCC[C@H]1CNC(=O)C(=O)N1CCc1cccc2ccccc12 | -0.1 | i | 1.0 | 2.7 | 5.4 | -0.5 | 1.2 | 1.1 | -2.3
S=C(NCCc1ccccc1)N1CCCC1 | 6.8 | -0.3 | 2.0 | x | 2.9 | 0.0 | 1.1 | -0.9 | -2.7
COc1ccc(/C=C2\CCC(C3CCCC3)C2=O)cc1Cn1cccn1 (configuration not stated) | -6.1 | -2.7 | 1.6 | x | 17.7 | 0.4 | 1.6 | x | -2.1
Cc1nc2ccccc2c(=O)n1/N=C/c1cc(Br)cc(Br)c1O | 5.2 | 0.9 | 0.2 | x | 6.3 | u | 1.3 | 1.6 | -3.3
COC(=O)c1ccnc(SCC(=O)c2ccccc2)c1 | 2.1 | i | 0.6 | 0.0 | 2.5 | -0.3 | 0.2 | -0.6 | -0.3
O=C1CC2(CCN(C(=O)c3ccc(F)cc3)CC2)Oc2ccccc21 | 13.4 | i | 0.9 | 3.0 | 7.9 | -0.5 | 6.9 | -1.8 | -2.8
CCOC(=O)Cc1csc(NC(=O)c2cc3c(s2)CCCC3)n1 | 5.4 | -0.6 | x | -2.0 | 30.9* | 0.1 | -1.1 | 0.0 | -0.6
Next compounds
SMILES | Yp Topo-I inh | Vc quorum ag | TcdB GH inh | Mtb BioA inh | GDH-TPI inh | PfHsp40 rescue | FBA Mtb inh | Mtb UGM inh | FadD28 FP inh
O=C(OC(C(=O)Nc1cccc(C(F)(F)F)c1)c1ccccc1)C1CCCCC1 (configuration not stated) | -3.9 | -0.2 | x | 0.1 | 3.4 | 1.5 | -1.4 | -1.0 | -3.0
O=C(c1ccccc1Cl)N1N=C(c2cccs2)CC1c1cccc(O)c1 (configuration not stated) | 6.5 | i | -2.0 | 5.7 | 2.3 | 0.3 | -0.9 | 1.8 | -9.1
COc1ccc(Cl)cc1C(=O)OCC(=O)NC1CCCC(C)C1C (configuration not stated) | 20.3 | -1.0 | 1.9 | -0.4 | -3.5 | -1.0 | -1.5 | x | -2.6
CCOC(=O)C1(Cc2ccccc2)CCN(Cc2cnn(C(C)C)c2)CC1 | -14.1 | -0.2 | -0.1 | -5.6 | 7.9 | 0.8 | 0.7 | 1.2 | -0.5
CC(=O)NC(=C(Cl)Cl)S(=O)(=O)c1ccccc1 | 0.4 | -0.3 | -1.9 | x | 1.2 | -1.3 | 10.6 | -1.0 | -2.8
CN1C(=O)C(=O)/C(=C(/O)c2ccccc2)C1c1ccc(Br)cc1 (configuration not stated) | 1.5 | -0.4 | -0.3 | 0.3 | 21.4 | 0.0 | 0.9 | 0.3 | 0.4
Cc1nn(CSc2c(F)c(F)c(F)c(F)c2F)c(C)c1[N+](=O)[O-] | -2.5 | -4.0 | -0.7 | -0.7 | -0.9 | -0.6 | 1.3 | -5.7 | 0.8
CCOC(=O)c1c(NC(=O)Nc2ccccc2)sc(C)c1C | 5.0 | i | x | -0.2 | -0.8 | -0.5 | 1.8 | -5.1 | 1.1

Single values from the list.
`CC(=O)NC(=C(Cl)Cl)S(=O)(=O)c1ccccc1` in Mtb UGM inh: -1.0
`CN1C(=O)C(=O)/C(=C(/O)c2ccccc2)C1c1ccc(Br)cc1` (configuration not stated) in Vc quorum ag: -0.4

Source: PubChem
